Rpn11 block – Rpn11 (human) deubiquitinase inhibition | actives 0.59% (n = 360,000) | O00487 | human 26S proteasome, Ub4-pepOG fluorescence polarization; 20S core pre-blocked with epoxomicin | AID 588493 | calls only at 20 µM;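 active = inhibition at 20 µM, scaled to each plate's controls, above about 33%, limit read from the data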
FAS-TE inh – blocks the thioesterase domain of human fatty acid synthase; P49327; recombinant FAS-TE, OMFH fluorogenic substrate, fluorescence endpoint; inhibition, % at 15 µM; actives 0.67% (n = 360,000); AID 602261;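 active = compounds whose normalised, plate-corrected inhibition of enzyme fluorescence in the single-dose primary screen is 50% or more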;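 also: 0% = DMSO with enzyme and 100% = substrate without enzyme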
Neddylation inh – inhibitors of human cullin neddylation; TR-FRET cullin neddylation, biochemical; calls only at 25 µM; actives 0.58% (n = 360,000); in the data active = inhibition above about 36%
MT1-MMP act inh – MT1-MMP (human) activation inhibition | P50281 | HT1080 RFP-PRO-GFP cells, GFP/RFP ratio fluorescence, overnight; percent of plate control window, DMSO zero | GFP/RFP ratio change, % at 20 µM | actives 0.061% (n = 360,000) | AID 651647;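 active = GFP/RFP ratio change of at least 30% with cell ATP level not reduced by more than half and red fluorescence within 50% of control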; also: strong numbers were not always called active
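Material: RFP-PRO-GFP reporter HT1080 cells. Dosing: single-point 20 µM compound, 1% DMSO. Controls: DMSO and RFP-L50D-GFP cell wells. Timing: cells overnight before dosing, compound overnight, 37 °C, 5% CO2. Measure: GFP/RFP fluorescence ratio.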
Rin1 Abl inh – human Rin1-Abl interaction inhibition; P00519+Q13671; inhibition, % at 7.35 µM; TR-FRET Rin1/Abl binding, biochemical; actives 0.4% (n = 360,000); in the data active = inhibition above about 5%, passing the limit was not always enough
PABP1 MLLE inh – blocks PAM2 peptide binding to the PABP1 MLLE domain. P11940. GST-MLLE / FITC-PAM2 fluorescence polarization. inhibition, % at 20 µM. actives 0.36% (n = 360,000); in the data active = inhibition above about 35%, passing the limit was not always enough;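 also: plate controls were DMSO wells with GST-MLLE for no effect and wells lacking GST-MLLE protein for full effect; some results filed as inactive read as strong as hits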
NadD block – blocks S. aureus nicotinate mononucleotide adenylyltransferase. actives 0.78% (n = 360,000). AID 602399. purified NadD enzyme, colorimetric absorbance read-out. inhibition, % at 20 µM; in the data active = inhibition above about 26%; also: some compounds past the cut are filed as inactive
CSN deneddyl inh – blocks human CSN-mediated cullin deneddylation | Purified CSN, SCF-Nedd8-OG deneddylation, fluorescence polarization | inhibition, % at 12.5 µM | AID 651999 | actives 0.38% (n = 360,000);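 active = pattern-corrected inhibition above about 35%, with an unprinted fluorescence ratio check between 0.5 and 1.5, limit read from the data, passing the limit was not always enough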;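 also: 0% = enzyme with substrate and 100% = substrate without enzyme; some results filed as inactive read as strong as hits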
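Detection – fluorescence polarization · System – HEK293T-derived human Csn5 enzyme · Controls – substrate-only high control, full reaction low control · Timing – 90 min, room temperature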
SKN-1 block – inhibitors of C. elegans SKN-1 | inhibition, % at 21.8 µM | actives 0.49% (n = 360,000) | C. elegans VP596 Pgst-4::GFP/RFP ratio, acrylamide-induced, 24 h;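 active = interference check ratio from 0.5 to 1.5 plus GFP to RFP signal ratio inhibition reaching or exceeding a fixed threshold, cut at about 30% in these data, passing the limit was not always enough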; also: some compounds called inactive have numbers as strong as hits
* marks the source's active call; other numbers are inactive results; i = inactive.

SMILES | Rpn11 block | FAS-TE inh | Neddylation inh | MT1-MMP act inh | Rin1 Abl inh | PABP1 MLLE inh | NadD block | CSN deneddyl inh | SKN-1 block
Cc1[nH]c2ccccc2c1C(=O)NS(=O)(=O)Nc1ccc(F)cc1 | i | -1 | i | -3 | 3 | 0 | 9 | 4 | 6
COC(=O)[C@]1(C)N[C@H](CN(C)C(=O)c2ccc(C)cc2)[C@@H]2C(=O)N(Cc3ccccc3)C(=O)[C@@H]21 | i | -4 | i | -1 | -3 | -4 | 2 | -2 | 6
O/N=C1\CCCC\C1=C/c1ccccc1 | i | -13 | i | 1 | -3 | 0 | 1 | -10 | 5
CCN(CC)C1Oc2cc3c(cc2C(c2cc(OC)c(OC)c(OC)c2)C1C)OCO3 (stereo unspecified) | i | 13 | i | 18 | 2 | 0 | -5 | -4 | 13
CCC(=O)OCc1c(C(F)(F)F)nn(C)c1Sc1ccc(F)cc1 | i | 20 | i | 2 | 0 | -1 | 1 | 1 | -12
COC(CNC(=O)Cc1c(C)nc2c(-c3ccccc3)c(C)nn2c1C)OC | i | -2 | i | 0 | 1 | 11 | 2 | 2 | 13
O=C1OCCC1Sc1nc2cc(Cl)ccc2n1Cc1ccccc1 (stereo unspecified) | i | 26 | i | 6 | 1 | -139 | -1 | 4 | -6
CCc1cccc2c(C(=O)CN3C(=O)N(C)C4(CCCCC4)C3=O)c[nH]c12 | i | 7 | i | 0 | 2 | -17 | -1 | 0 | 24
Cc1nn(CC(O)c2ccccc2)c(C)c1Br (stereo unspecified) | i | -1 | i | -6 | 4 | 9 | -3 | 1 | 13
CC1NC(=O)c2ccccc2-n2c1nc1ccc(F)cc1c2=O (stereo unspecified) | i | -6 | i | 0 | 0 | -8 | 1 | 2 | 11
CC(C)NC(=S)Nc1ccc2[nH]c(=O)[nH]c2c1 | i | -5 | i | -7 | 0 | 7 | -3 | -2 | 25
Fc1ccc(-c2nc3c4ccccc4ccn3c2CC2CCCCC2)cc1 | i | 23 | i | -6 | 0 | -9 | 6 | 7 | 7

Some entries already given, showing only MT1-MMP act inh, NadD block and Rin1 Abl inh:
Structure	MT1-MMP act inh	NadD block	Rin1 Abl inh
O/N=C1\CCCC\C1=C/c1ccccc1	1	1	-3
CCN(CC)C1Oc2cc3c(cc2C(c2cc(OC)c(OC)c(OC)c2)C1C)OCO3 (stereo unspecified)	18	-5	2
CCC(=O)OCc1c(C(F)(F)F)nn(C)c1Sc1ccc(F)cc1	2	1	0
COC(CNC(=O)Cc1c(C)nc2c(-c3ccccc3)c(C)nn2c1C)OC	0	2	1

An excerpt of these results, field by field.
SMILES: COC(CNC(=O)Cc1c(C)nc2c(-c3ccccc3)c(C)nn2c1C)OC
  Rpn11 block = i; FAS-TE inh = -2; Neddylation inh = i; MT1-MMP act inh = 0; Rin1 Abl inh = 1; PABP1 MLLE inh = 11; NadD block = 2; CSN deneddyl inh = 2; SKN-1 block = 13
SMILES: O=C1OCCC1Sc1nc2cc(Cl)ccc2n1Cc1ccccc1 (stereo unspecified)
  Rpn11 block = i; FAS-TE inh = 26; Neddylation inh = i; MT1-MMP act inh = 6; Rin1 Abl inh = 1; PABP1 MLLE inh = -139; NadD block = -1; CSN deneddyl inh = 4; SKN-1 block = -6

The list goes on:
SMILES | Rpn11 block | FAS-TE inh | Neddylation inh | MT1-MMP act inh | Rin1 Abl inh | PABP1 MLLE inh | NadD block | CSN deneddyl inh | SKN-1 block
COCCN1CCN(C(=O)c2ccc3nc(Cc4ccccc4F)oc3c2)CC1 | i | -6 | i | -4 | 0 | 13 | 3 | 1 | -9
C=CCN(C(=O)CCC(=O)O)C1CC(=O)N(c2ccc(OC)cc2)C1=O (stereo unspecified) | i | -8 | i | 4 | 1 | -12 | 4 | 6 | -12
C[C@H]1CCC[C@]2(O[C@@H](CCO)C[C@@H](O)[C@@H]2O)O1 | i | -16 | i | -1 | -2 | 6 | 2 | -1 | 4
CC1=Nc2nc(N3CCCCC3)c(C#N)c3c4c(nc(c23)N1)N(c1ccc(C(C)C)cc1)C(=O)C4 | i | 9 | i | -9 | 4 | -50 | 63* | -2 | 12
COc1ccccc1N(C)S(=O)(=O)c1ccc(Cl)c(C(=O)Nc2cccc(C)n2)c1 | i | 20 | i | 11 | -1 | 0 | -6 | 4 | 2
Cc1ccc(N/N=C/c2cccnc2)cc1 | i | -5 | i | -3 | 2 | 1 | 3 | 3 | -1
Cc1cc(C)c(NC(=O)CNC(=O)c2cc([N+](=O)[O-])ccc2N2CCOCC2)c(C)c1 | i | 48 | i | 1 | -3 | -8 | 0 | -2 | 0
CN(C)c1ccc(NC(=O)Nc2ccc3c(c2)nnn3C)cc1 | i | 1 | i | 2 | -2 | -5 | -6 | 7 | 1
Cc1ccc(N/N=C/c2ccc3c(c2)OCCO3)cc1Cl | i | 22 | i | 1 | -4 | -3 | -3 | -5 | 2
NC(=O)c1c(NC(=S)Nc2ccccc2)sc2c1CCCC2 | i | 2 | i | -3 | -1 | 14 | -1 | -5 | 15
COc1ccccc1NC(=S)Nc1ccccc1F | i | -6 | i | -1 | 2 | 20 | 2 | 1 | 4
CCOC(=O)CNC(=O)C1(c2ccccc2)CCCC1 | i | -6 | i | 4 | 0 | 6 | -2 | 3 | -28

Pulled by compound from the entries so far, 3 records:
SMILES | Rpn11 block | FAS-TE inh | Neddylation inh | MT1-MMP act inh | Rin1 Abl inh | PABP1 MLLE inh | NadD block | CSN deneddyl inh | SKN-1 block
Cc1cc(C)c(NC(=O)CNC(=O)c2cc([N+](=O)[O-])ccc2N2CCOCC2)c(C)c1 | i | 48 | i | 1 | -3 | -8 | 0 | -2 | 0
COc1ccccc1NC(=S)Nc1ccccc1F | i | -6 | i | -1 | 2 | 20 | 2 | 1 | 4
COc1ccccc1N(C)S(=O)(=O)c1ccc(Cl)c(C(=O)Nc2cccc(C)n2)c1 | i | 20 | i | 11 | -1 | 0 | -6 | 4 | 2

(more compounds)
SMILES | Rpn11 block | FAS-TE inh | Neddylation inh | MT1-MMP act inh | Rin1 Abl inh | PABP1 MLLE inh | NadD block | CSN deneddyl inh | SKN-1 block
c1ccc(CCCNc2ncnc3nc[nH]c23)cc1 | i | -10 | i | 2 | 2 | 1 | -3 | 1 | 1
O=[N+]([O-])c1cc(F)c(N2CCCCC2)cc1N1CCOCC1 | i | 7 | i | 10 | -4 | -12 | 2 | -1 | 20
O=C(N/N=C/c1ccc(OC(F)F)cc1)c1ccc(CSc2nc3ccccc3[nH]2)cc1 | i | 15 | i | 8 | 0 | -1 | 7 | 0 | -1
O=C(Nc1ccccc1)c1nc[nH]c1C(=O)NCCCNC(=O)c1[nH]cnc1C(=O)Nc1ccccc1 | i | 3 | i | -1 | 5 | 11 | 12 | 4 | -3
CC(=O)c1ccc(OCc2cc(C(=O)N3CCN4CCCC4C3)no2)cc1 (stereo unspecified) | i | -5 | i | 1 | 4 | -9 | 1 | 2 | 4
Cc1ccccc1C(=O)Nc1ccc2c(c1)OCCO2 | i | -2 | i | 3 | 0 | -2 | 4 | 2 | -3
Cc1cc(NC(=O)COC(=O)c2ccccc2O)no1 | i | -7 | i | 2 | 2 | 8 | -4 | 3 | 1
COc1ccc(NC(=O)c2cc3c(-c4ccc(OC)c(OC)c4)nn(C)c3s2)cc1OC | i | 12 | i | 7 | -6 | 2 | -14 | 0 | -7
CC(C)(C)c1ccc(C(=O)O/N=C(\N)c2ccccc2)cc1 | i | 8 | i | 0 | -2 | -3 | -11 | -5 | 14
CCOC(=O)c1c(O)c(O)c(C(=O)OCC)n1-c1ccccc1 | i | -4 | i | 4 | -2 | 6 | 2 | -3 | -14
COC(=O)/C(=C/c1c[nH]c2ccccc12)NC(C)=O | i | -8 | i | 2 | -3 | 9 | -3 | -1 | 7
COC(=O)c1[nH]c2cc(OC)ccc2c1NC(=O)c1c(F)cccc1F | i | -4 | i | -1 | 1 | -3 | -4 | -5 | -12
O=C(Nc1ccccc1F)c1cc(S(=O)(=O)N2CCCCC2)cs1 | i | 5 | i | 1 | -1 | -9 | 3 | 1 | 22
C=CCn1c(COc2ccccc2)nnc1SC(C)C(=O)N/N=C/c1cc(Cl)ccc1O (stereo unspecified) | i | 45 | i | 0 | 0 | -6 | -2 | -2 | 10
CCCNC(=O)Cn1c2ccccc2c2nc(=O)cc(C)n21 | i | -4 | i | 1 | -1 | 0 | -5 | -5 | 6
O=C(CN1C(=O)NC2(CCCCCC2)C1=O)NC1CC1 | i | -1 | i | -5 | -4 | -6 | 0 | -7 | -10
CCC(C)[C@H](NC(=O)NCCCOC(C)C)C(=O)OC (stereo partly specified) | i | -4 | i | -2 | 1 | 12 | -5 | -3 | -7
CC(=O)NC1=NN(C(C)=O)C(C)(c2ccc(C)o2)S1 (stereo unspecified) | i | -7 | i | 1 | 0 | 6 | 10 | 0 | 3
CCC(=O)N1CCc2cc(S(=O)(=O)NCCC(=O)N3CCN(c4ccccn4)CC3)ccc21 | i | -2 | i | -2 | -2 | 0 | -3 | 1 | 9
Cc1ccc(CNC(=O)CS(=O)(=O)Cc2nc(-c3ccc(C)cc3)oc2C)cc1 | i | -3 | i | -1 | 2 | 1 | -4 | 0 | -2
Cc1ccc(OC(=O)N(C)C[C@H]2OCc3cn(nn3)CCCC(=O)N([C@H](C)CO)C[C@@H]2C)cc1 | i | -9 | i | 1 | 2 | 5 | 1 | 0 | 0
O=S(=O)(Nc1ncccn1)c1ccc(NC(=S)Nc2ccccc2)cc1 | i | -7 | i | 1 | 0 | 23 | -2 | 2 | -8
Cc1cccc(NC(=O)COc2ccc(/C=C\c3[nH]c(=O)[nH]c(=O)c3[N+](=O)[O-])cc2)c1 | i | 5 | i | -3 | 0 | -19 | 23 | 15 | -2
COc1ccc(CCNC(=O)COC(=O)CSc2ccc(C(N)=O)cc2[N+](=O)[O-])cc1OC | i | -6 | i | 6 | -4 | 19 | 3 | 1 | 2
